Assay outcomes as filed in PubChem.
RGS4 pot = potentiators or activators of RGS4; HEK293 M3R/inducible RGS4, carbachol calcium flux Fluo4; stronger effect = lower value; 0.92% of 310,000 active; B-score at 10 µM; AID 463111;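 active means B-score of the integrated calcium signal more than 4 SD below the library mean, with starting fluorescence not abnormally high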;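 further: negative B-score means reduced calcium response which marks RGS4 activation or potentiation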
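System – HEK293 FlpIn-TREx cells, stable M3R, doxycycline-inducible RGS4 · Reagent – ECmax carbachol challenge · Times – compound preincubation 20 min at room temperature before agonist · Technique – Fluo4 fluorescence kinetic imaging of calcium · Measure – B score of integrated Fluo4 ratio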
GSK3A inh = blocks human GSK-3 alpha kinase | P49840 | ADP-Glo luminescence, 60 min | inhibition, % at 10 µM | 0.1% of 320,000 active | AID 2650;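 in the data active means inhibition above about 50%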;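 further: GST-tagged GSK-3 alpha with peptide substrate and 25 µM ATP; 0% = DMSO neutral wells and 100% = GW8510 positive control wells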
GSK3beta inhib = inhibitors of human GSK3beta kinase; AID 2097; activity score (negative = inhibition), % at 10 µM; P49841; 0.038% of 300,000 active; GST-GSK3beta kinase, ADP-Glo luminescence, 60 min; stronger effect = lower value;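 active means more than half of replicate wells score below -50%, meaning over 50% inhibition versus plate controls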;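 further: 0% = median DMSO wells and -100% = median GW8510 positive control wells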
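Test system: GST-fused GSK3beta enzyme, cell-free | Quantity: 1.6 ng GST-GSK3beta enzyme per well | Reagent: 25 µM ATP with peptide substrate | Schedule: 60 min enzyme reaction, room temperature | Signal: Luminescent ADP-Glo measurement of ADP formed | Read-out basis: Score relative to plate controls | Control set: DMSO and 20 µM GW8510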
KCNK3 inh = human KCNK3 channel inhibition, primary screen. AID 602410. O14649. 0.84% of 340,000 active. B-score at 10 µM. CHO-KCNK3 thallium flux, FluxOR fluorescence; stronger effect = lower value;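 active means B-score under library mean minus 4 SD, starting fluorescence ratio at most library mean plus 5 SD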;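 further: more negative B-score means stronger inhibition of thallium flux through KCNK3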
DYRK1A inh = inhibitors of rat Dyrk1A kinase | Q63470 | ADP-Glo luminescence, NFATc1 peptide | inhibition, % at 12.5 µM | 0.43% of 310,000 active; in the data active means inhibition above about 50%;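 further: plate controls were vehicle with enzyme for no effect and no enzyme for full effect; many of its hits are not listed in these tables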
KCNQ1 pot = potentiates or activates the human KCNQ1 potassium channel; P51787; 0.35% of 310,000 active; B-score at 10 µM; AID 2648; CHO-K1 KCNQ1, thallium flux FluxOR fluorescence; stronger effect = higher value;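 active means fluorescence ratio B-score, a plate-corrected score, at least three library SD, with initial intensity B-score within 5 SD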
Target sequence (P51787 whole entry, looked up): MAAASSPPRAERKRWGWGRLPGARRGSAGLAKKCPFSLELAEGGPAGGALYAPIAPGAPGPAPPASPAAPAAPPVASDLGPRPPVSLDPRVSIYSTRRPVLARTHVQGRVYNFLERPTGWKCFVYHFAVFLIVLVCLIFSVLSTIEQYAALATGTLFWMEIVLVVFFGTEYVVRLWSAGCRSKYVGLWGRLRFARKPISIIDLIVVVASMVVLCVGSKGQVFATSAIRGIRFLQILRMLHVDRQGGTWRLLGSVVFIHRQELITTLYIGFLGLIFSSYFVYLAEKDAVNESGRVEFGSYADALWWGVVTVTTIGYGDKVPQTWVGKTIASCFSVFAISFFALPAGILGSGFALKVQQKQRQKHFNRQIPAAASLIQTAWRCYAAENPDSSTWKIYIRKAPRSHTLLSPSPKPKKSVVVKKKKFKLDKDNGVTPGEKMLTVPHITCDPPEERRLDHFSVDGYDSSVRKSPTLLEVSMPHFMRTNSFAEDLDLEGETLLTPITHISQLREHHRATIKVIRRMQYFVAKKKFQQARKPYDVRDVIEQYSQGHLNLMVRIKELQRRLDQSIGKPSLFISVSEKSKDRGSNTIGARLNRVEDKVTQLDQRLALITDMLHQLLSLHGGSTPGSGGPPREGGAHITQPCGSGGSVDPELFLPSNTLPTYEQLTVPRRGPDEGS
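Schedule – 37 °C overnight plating, 90-min dark dye load, 20-min compound pretreatment · System – stable KCNQ1 CHO-K1 line · Probe or stimulus – thallium- and potassium-containing depolarizing buffer · Measured by – kinetic FluxOR fluorescence, 10 s baseline plus 110 s post-stimulus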
KCNQ1 inh = inhibitors of human KCNQ1 potassium channel; CHO-K1 KCNQ1, FluxOR thallium flux fluorescence; stronger effect = higher value; AID 2642; 1.3% of 310,000 active; B-score at 10 µM;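 active means compounds whose thallium flux B-score, printed positive for inhibition, exceeds three library SD while starting fluorescence stays within three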;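 further: channel opened by potassium depolarization with thallium stimulus after 20 min compound exposure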
KCNK9 block = inhibitors of human KCNK9 two-pore domain potassium channel. Q9NPC2. HEK293 KCNK9, FluxOR thallium flux fluorescence; stronger effect = lower value. B-score at 10 µM. 1.2% of 310,000 active;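 active means ratio B-score over 3 SD below the library mean, with starting fluorescence within 5 SD of its mean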;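 further: negative B-score means less thallium flux so channel inhibition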
PolyA inh = inhibitors of polyadenylation in S. cerevisiae | AID 1875 | calls only at 12 µM | 0.02% of 300,000 active | S. cerevisiae SKY197-pL101 polyadenylation reporter, beta-gal luminescence; efflux-impaired pdr1/pdr3 knockout yeast; score 100 = 6 SD above DMSO;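 active means lowest replicate activity score at least 50, where 100 means six control SD above control mean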;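 further: yeast exposed to compound for 9 h at 30 °C; higher score means more reporter readthrough which indicates perturbed polyadenylation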
hERG protect = compounds protecting human hERG from proarrhythmic drug block. AID 1511. CHO-hERG, FluxOR thallium flux, dofetilide IC70 present. activation (rescue from dofetilide block), less the hit threshold, % at 10 µM. 0.51% of 310,000 active. Q12809;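 active means activation above the mean of controls blocked by dofetilide plus 5 SD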;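 further: thallium influx through hERG after potassium depolarization seen as dye fluorescence rise; in these data hits start at about 4.7%; inactives centre near -7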
RGS4 block = inhibitors of human RGS4. P49798. HEK293 M3R/RGS4 inducible, Fluo-4 calcium flux; stronger effect = higher value; triggered by carbachol at its EC20. B-score at 10 µM. 0.45% of 310,000 active. AID 463165;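 active means B-score, a plate-corrected calcium signal, over three deviations above library mean, with baseline fluorescence within five deviations of library mean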;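 further: RGS4 expression induced by doxycycline in cells with stable M3 receptor; B-score is computed from the integrated fluorescence ratio over baseline after carbachol; higher B-score means a larger calcium signal and so more RGS4 inhibition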
Target sequence (P49798 whole entry, looked up): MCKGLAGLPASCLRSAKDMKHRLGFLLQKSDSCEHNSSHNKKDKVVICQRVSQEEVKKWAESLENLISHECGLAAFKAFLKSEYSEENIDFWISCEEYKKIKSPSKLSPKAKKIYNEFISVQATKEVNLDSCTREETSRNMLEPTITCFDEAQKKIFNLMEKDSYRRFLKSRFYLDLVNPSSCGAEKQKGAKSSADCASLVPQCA
* marks the source's active call; other numbers are inactive results; i = inactive; / = no result given. Not all compounds are listed (hit frequency here may not be typical).

nr | molecule | KCNQ1 inh | KCNQ1 pot | PolyA inh | DYRK1A inh | RGS4 block | GSK3beta inhib | RGS4 pot | hERG protect | GSK3A inh | KCNK3 inh | KCNK9 block
1 | O=C(Nc1ccc(Oc2cccnc2)cc1)c1cccc([N+](=O)[O-])c1 | i | i | i | 4.7 | i | 1.8 | i | 3.8 | -1.1 | i | i
2 | Cc1ccc(S(=O)(=O)N(c2nc(N(C)C)nc(N(C)C)n2)n2cnnc2)cc1 | i | i | i | / | i | -1.6 | i | -3.7 | -4.9 | i | i
3 | CCC(C)NC(=O)c1ccc2nc(-c3ccc(OC)c(OC)c3)c(-c3ccc(OC)c(OC)c3)nc2c1 (stereo not drawn) | i | i | i | 5.7 | i | -4.2 | i | -7.6 | -2.6 | i | i
4 | CN(Cc1ccccc1)C(=O)c1c[nH]c2ccc(S(=O)(=O)N3CCOCC3)cc2c1=O | i | i | i | -7.8 | i | 2.0 | i | -10.9 | -0.4 | i | i
5 | COCCNC(=O)COc1ccc(Br)cc1Cl | i | i | i | -7.8 | i | -0.6 | i | -6.1 | -2.6 | i | i
6 | CCN(Cc1ccccc1)C(=O)c1cc(S(=O)(=O)N2CCOCC2)ccc1N1CCCC1 | i | i | i | 2.1 | i | -2.3 | i | -16.9 | -1.1 | i | i
7 | Cc1cccc(OCC(=O)Nc2ccc(N3CCN(C(=O)c4ccccc4)CC3)cc2)c1 | i | i | i | -1.8 | i | 1.1 | i | -8.0 | -2.4 | i | i
8 | CCc1nc2c(c(=O)c3ccccc3n2C)c(=O)n1C1CCCCCC1 | i | i | i | -1.4 | i | 0.6 | i | -2.0 | 0.3 | i | i
9 | C=CCN(C(=O)c1csnn1)C(C(=O)NC1CCCCC1)c1ccc(F)cc1 (stereo not drawn) | i | i | i | -2.4 | i | 0.5 | i | -4.8 | -0.9 | i | i
10 | CCC(C)(C)NC(=O)C(c1ccc(OC)cc1)N(C(=O)CCC(=O)Nc1cc(C)on1)c1ccc2c(c1)OCO2 (stereo not drawn) | i | i | i | 0.8 | i | 2.4 | i | -4.6 | -1.1 | i | i
11 | CC(NC(=O)c1ccc(F)cc1)C1CC2CCC1C2 (stereo not drawn) | i | i | i | 1.4 | i | / | i | -6.3 | 0.0 | i | i
12 | CCCOc1ccc(C2C(C(=O)OC)=CN(CCOC)C=C2C(=O)OC)cc1 | i | i | i | -3.3 | i | 0.6 | i | -5.8 | -0.1 | i | i
13 | Cn1c(=O)c2[nH]c(-c3ccccc3O)nc2n(C)c1=O | i | i | i | / | i | 0.4 | i | -1.9 | 1.1 | / | i
14 | O=C(NCc1ccccc1)C(c1cccnc1)N(C(=O)c1ccccn1)c1cccc(F)c1 (stereo not drawn) | i | i | i | -4.3 | i | -0.5 | i | -9.6 | 1.0 | i | i
15 | C[C@H](NC(=O)c1nc[nH]c1C(=O)N[C@@H](CCCCNC(=O)OC(C)(C)C)C(=O)OC(C)(C)C)C(=O)OC(C)(C)C | i | i | i | -0.7 | i | 0.7 | i | -6.0 | -2.5 | i | i
16 | FC(F)(F)c1cccc(NCc2n[nH]c(=S)n2C2CCCCC2)c1 | i | i | i | -2.0 | i | 2.8 | -8.38* | -17.6 | 2.4 | i | i
17 | COc1ccccc1NC(=O)Cc1nnc(SCC(=O)c2ccc(F)cc2)n1C | i | i | i | -7.0 | i | -0.7 | i | -6.5 | -1.2 | i | i
18 | COc1cc(NC(=O)c2cc(-n3cnnc3)ccc2Cl)cc(OC)c1 | i | i | i | 5.0 | i | -4.1 | i | -8.7 | 0.7 | i | i
19 | O=C1CCC(=O)N1OCCOc1ccc2c(c1)CCC2 | i | i | i | 1.4 | i | 0.6 | i | -4.4 | -0.8 | i | i
20 | CCOC(=O)C1(CCc2ccccc2)CCN(C(=O)[C@@H]2C[C@@H](C)NC(=S)N2)CC1 | i | i | i | 1.5 | i | -1.4 | i | -8.9 | -37.4 | i | i
21 | CCC(=O)N1c2ccc(S(=O)(=O)N3CCCC3)cc2CC1C (stereo not drawn) | i | i | i | 0.7 | i | 2.7 | i | -8.1 | 0.7 | i | i
22 | CCC(C)N(C(=O)COc1ccc(Cl)c2cccnc12)C1CCS(=O)(=O)C1 (stereo not drawn) | i | i | i | 0.7 | i | -0.7 | i | -10.1 | -0.8 | i | i
23 | O=C(O)CCC(=O)Nc1cccc(C(=O)Nc2ccc(Br)cc2)c1 | i | i | i | -0.7 | i | -2.6 | i | -1.8 | 0.2 | i | i
24 | Cc1nn(C)cc1C(C(=O)NC1CCCCC1)N(C(=O)Cc1cccs1)c1ccc(F)cc1 (stereo not drawn) | i | i | i | 1.4 | i | 2.0 | i | -1.7 | -2.4 | i | i

Looked up by structure from the entries so far (two):
nr | molecule | KCNQ1 inh | KCNQ1 pot | PolyA inh | DYRK1A inh | RGS4 block | GSK3beta inhib | RGS4 pot | hERG protect | GSK3A inh | KCNK3 inh | KCNK9 block
10 | CCC(C)(C)NC(=O)C(c1ccc(OC)cc1)N(C(=O)CCC(=O)Nc1cc(C)on1)c1ccc2c(c1)OCO2 (stereo not drawn) | i | i | i | 0.8 | i | 2.4 | i | -4.6 | -1.1 | i | i
23 | O=C(O)CCC(=O)Nc1cccc(C(=O)Nc2ccc(Br)cc2)c1 | i | i | i | -0.7 | i | -2.6 | i | -1.8 | 0.2 | i | i

3 compounds out of the list, ordered by number of heavy atoms, rising:
nr | molecule | KCNQ1 inh | KCNQ1 pot | PolyA inh | DYRK1A inh | RGS4 block | GSK3beta inhib | RGS4 pot | hERG protect | GSK3A inh | KCNK3 inh | KCNK9 block
18 | COc1cc(NC(=O)c2cc(-n3cnnc3)ccc2Cl)cc(OC)c1 | i | i | i | 5.0 | i | -4.1 | i | -8.7 | 0.7 | i | i
17 | COc1ccccc1NC(=O)Cc1nnc(SCC(=O)c2ccc(F)cc2)n1C | i | i | i | -7.0 | i | -0.7 | i | -6.5 | -1.2 | i | i
24 | Cc1nn(C)cc1C(C(=O)NC1CCCCC1)N(C(=O)Cc1cccs1)c1ccc(F)cc1 (stereo not drawn) | i | i | i | 1.4 | i | 2.0 | i | -1.7 | -2.4 | i | i

(more compounds)
nr | molecule | KCNQ1 inh | KCNQ1 pot | PolyA inh | DYRK1A inh | RGS4 block | GSK3beta inhib | RGS4 pot | hERG protect | GSK3A inh | KCNK3 inh | KCNK9 block
25 | O=C1C=C(NCCNc2c(F)c(F)c(CO)c(F)c2F)CCC1 | i | i | i | 7.9 | i | 1.3 | i | -2.2 | -4.7 | i | i
26 | O=C(NCc1ccccc1)c1cc[n+](CC(=O)c2cccs2)cc1 | i | i | i | / | i | -0.9 | i | -7.7 | -0.7 | i | i
27 | O=C(NCc1ccc2c(c1)OCO2)c1ccc2snnc2c1 | i | i | i | 5.4 | i | 1.8 | i | -11.0 | -1.9 | i | i
28 | CCCCOc1ccc(NC(=O)CSCC(=O)OCC)cc1 | i | i | i | -1.5 | i | 1.9 | i | -11.2 | -2.6 | i | i
29 | CCOC(=O)c1ccc2nc3c(cc2c1)CCS3 | i | i | i | 5.0 | i | 1.8 | i | -9.2 | 5.9 | i | i
30 | CC1CCC(C(=O)NC(C(=O)NCc2ccccn2)C(C)C)CC1 (stereo not drawn) | i | i | i | -3.7 | i | -1.3 | i | -9.7 | 0.1 | i | i
31 | O=C(CS(=O)CC(=O)N(CC(=O)NC1CCCC1)C1CCCCC1)Nc1ccc(F)cc1 (stereo not drawn) | i | i | i | -0.7 | i | -19.1 | i | -9.1 | -1.7 | i | i
32 | COC(=O)c1cccc(NC(=S)N2CCOCC2)c1 | i | i | i | 0.9 | i | 0.5 | i | -6.1 | -5.8 | i | i
33 | C=CCc1c(C)[nH]c(=S)c(C#N)c1C | i | i | i | -6.0 | i | 4.5 | i | 3.6 | -0.8 | i | i
34 | O=C(O)c1ccc(Nc2ncnc3ccccc23)cc1 | i | i | i | -5.4 | i | -4.0 | i | -9.1 | -0.5 | i | i
35 | CC(C)n1c(Nn2cnnc2)nc2ccccc21 | i | i | i | 4.9 | i | -1.1 | i | -3.2 | -0.9 | i | i
36 | O=C(O)CCC(=O)N1N=C(c2c(-c3ccccc3)c3cc(Cl)ccc3[nH]c2=O)CC1c1cccs1 (stereo not drawn) | i | i | i | -8.8 | i | 3.6 | i | -9.7 | 1.8 | i | i
37 | C=CCC1Cc2c(Br)cccc2C(CC=C)N1 (stereo not drawn) | i | i | i | -5.0 | i | 0.9 | i | -22.2 | -2.1 | i | i
38 | CC(=O)c1cccc(NC(=S)NC(=O)c2ccc(C)cc2)c1 | i | i | i | / | i | -5.6 | i | -5.3 | -1.8 | i | i
39 | C=CCNC(=O)c1ccc2nccnc2c1 | i | i | i | 6.4 | i | 1.3 | i | -11.5 | 1.1 | i | i
40 | CCOc1ccc(-c2nc(CSCC(=O)N3CCN(c4cccc(OC)c4)CC3)c(C)o2)cc1 | i | i | i | 1.2 | i | 1.1 | i | -15.3 | -1.0 | -12.1* | i
41 | COc1ccccc1N1CCN(C(=O)c2ccc3c(=O)n(Cc4ccco4)c(=S)[nH]c3c2)CC1 | i | i | i | -0.9 | i | 2.3 | i | -9.1 | -0.7 | i | i
42 | O=[N+]([O-])c1cc([N+](=O)[O-])c(Oc2ccccc2F)cc1NN1CCCCC1 | i | i | i | -6.2 | i | 1.0 | -7.01* | -15.2 | -1.8 | i | i
43 | S=c1[nH]nc(-c2ccc3ccccc3n2)o1 | i | i | i | 33.7 | i | 4.4 | i | -8.3 | 0.3 | i | i
44 | CCC(C)(C)NC(=O)C(c1ccncc1)N(C(=O)c1sc(C)nc1C)c1ccc(C)cc1 (stereo not drawn) | i | i | i | 3.0 | i | 2.0 | i | -13.7 | -2.7 | i | i
45 | CCC(C)C(NC(N)=O)C(=O)Nc1ccc(C)c(Cl)c1 (stereo not drawn) | i | i | i | 1.1 | i | -1.9 | i | -5.2 | 1.9 | i | i
46 | Cc1cc(C#N)c(C)n1-c1cc(C(F)(F)F)ccc1N1CCOCC1 | i | i | i | 3.9 | i | 0.0 | i | -5.7 | -2.4 | i | i
47 | COc1ccc(OC(=O)Cc2cccc3ccccc23)cc1 | i | i | i | -4.4 | i | -0.9 | i | -2.7 | -0.4 | i | i
48 | COc1ccc(-c2cn3ccc4ccccc4c3n2)cc1 | i | i | i | 5.3 | i | 5.2 | i | -7.4 | -2.5 | i | i
